Bioassay records: PubChem BioAssay, NMMLSC
Bfl-1 Bim block – disrupts Bim binding to human Bfl-1 | Q16548 | Bead-based flow cytometry, Bim-Bfl-1 binding inhibition | inhibition, % at 10 µM | hit rate 0.12% among 190,000 | AID 1008;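 note: 0% = wells without compound plus tracer and 100% = blocker peptide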
Bim-Bcl-W – disrupts Bim peptide binding to human Bcl-W; inhibition, % at 10 µM; hit rate 0.02% among 190,000; bead-based flow cytometry; Q92843;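 note: 0% = bound tracer without compound and 100% = peptide blocker; higher means less fluorescent Bim peptide bound to Bcl-W beads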
Bim-Bcl-2 – human Bim-Bcl-2 interaction inhibition; P10415; Bead-based flow cytometry, Bim peptide-Bcl-2 binding; inhibition, % at 10 µM; hit rate 0.06% among 190,000; AID 950; in the data active = inhibition above about 40%; inconclusive = no clear call, values can overlap the other calls;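 note: 0% = no compound wells with probe peptide and 100% = reference peptide inhibitor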
Target sequence (P10415 whole entry, looked up): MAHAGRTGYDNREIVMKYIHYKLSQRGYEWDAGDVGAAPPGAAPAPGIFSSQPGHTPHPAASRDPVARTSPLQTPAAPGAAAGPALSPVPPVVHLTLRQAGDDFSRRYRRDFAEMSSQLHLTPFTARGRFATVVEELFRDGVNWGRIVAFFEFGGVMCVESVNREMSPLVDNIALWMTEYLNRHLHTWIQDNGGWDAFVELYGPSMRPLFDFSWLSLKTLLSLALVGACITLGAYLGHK
GSH bead fluor – GSH bead compound fluorescence profile | fluorescence (KMESF) at 10 µM | GSH beads flow cytometry, compound fluorescence 488/530 nm; active compounds read high | hit rate 0.25% among 190,000; in the data active = fluorescence above about 89;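 note: glutathione beads carrying GST-tagged Bcl family fusion proteins plus one bare bead set; values are compound well signal with DMSO vehicle wells as background; inactives centre near 16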
ABCB1 inh – blocks JC-1 efflux by human ABCB1 transporter. P08183. CCRF-Adr cells, flow cytometry. inhibition, % at 6.6 µM. hit rate 0.067% among 190,000; in the data active = inhibition above about 40%;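 note: 0% = vehicle and 100% = reference inhibitor; higher value means more JC-1 retained so stronger ABCB1 efflux block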
RGS4-Gao reg – human RGS4-Galphao interaction regulation. P09471. Multiplexed bead flow cytometry, RGS4-Galphao binding; actives lie on both sides. binding response (% of control), % at 10 µM. hit rate 0.33% among 220,000; in the data active = binding response below about 49% or above about 150%; inactive = in between;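 note: fluorescent Galphao activated with aluminum fluoride binding bead-coupled RGS4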
Bcl-XL Bim block – human Bim-Bcl-XL interaction inhibition | Q07817 | Bim peptide-Bcl-XL binding, bead flow cytometry, fluorescence | inhibition, % at 10 µM | hit rate 0.04% among 190,000 | AID 1007
RGS7-Gao – human RGS7-Galphao interaction regulation; Multiplexed bead flow cytometry, RGS7-Galphao binding; actives lie on both sides; P09471; hit rate 0.35% among 220,000; binding response (% of control), % at 10 µM; in the data active = binding response below about 49% or above about 150%; inconclusive = no clear call, values can overlap the other calls; inactive = in between;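 note: fluorescent Galphao held in activated GDP-AlF4 state binding bead-coupled RGS7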
Avidin bead fluor – compound fluoresces at 488/530 nm on avidin beads. compound fluorescence 488/530 nm, flow cytometry; active compounds read high. fluorescence (KMESF) at 10 µM. hit rate 0.38% among 220,000. AID 1775; in the data active = fluorescence above about 47; note: inactives centre near 10
ABCG2 inh – blocks JC-1 efflux by human ABCG2 transporter; hit rate 0.1% among 190,000; AID 1325; IgMXP3 cells, flow cytometry; inhibition, % at 6.6 µM;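 active = inhibition above 80%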;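 note: 0% = DMSO and 100% = nicardipine control wells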
Target sequence (Q9UNQ0 whole entry, looked up): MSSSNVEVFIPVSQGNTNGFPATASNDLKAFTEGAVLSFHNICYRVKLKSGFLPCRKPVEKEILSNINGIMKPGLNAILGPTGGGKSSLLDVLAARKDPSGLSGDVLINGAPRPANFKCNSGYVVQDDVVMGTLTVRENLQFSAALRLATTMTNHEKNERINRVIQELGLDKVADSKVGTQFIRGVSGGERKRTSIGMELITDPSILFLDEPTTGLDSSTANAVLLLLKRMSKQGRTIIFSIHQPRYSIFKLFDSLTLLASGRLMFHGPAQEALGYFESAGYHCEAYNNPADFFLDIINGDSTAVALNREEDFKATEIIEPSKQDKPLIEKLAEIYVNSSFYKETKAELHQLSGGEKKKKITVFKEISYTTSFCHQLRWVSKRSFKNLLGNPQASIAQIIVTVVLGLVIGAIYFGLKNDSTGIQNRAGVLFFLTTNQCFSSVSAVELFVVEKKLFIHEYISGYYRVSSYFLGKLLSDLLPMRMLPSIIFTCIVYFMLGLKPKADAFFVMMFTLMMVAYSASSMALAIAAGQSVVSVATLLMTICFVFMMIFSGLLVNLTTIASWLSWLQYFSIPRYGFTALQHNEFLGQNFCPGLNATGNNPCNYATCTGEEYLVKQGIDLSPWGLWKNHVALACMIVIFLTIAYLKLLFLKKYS
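System: two drug-resistant human cell lines, ABCG2 and ABCB1; controls: nicardipine high and DMSO low controls; times: 10 min exposure at 25 °C with rotation, no wash; detection: flow cytometry of retained JC-1 fluorescence; read-out basis: percent efflux inhibition, scaled nicardipine 100% to DMSO 0%; doses: one concentration, 6.6 µM final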
Bcl-B Bim block – human Bim-Bcl-B interaction inhibition | Q9HD36 | bead-based flow cytometry, Bim peptide-Bcl-B binding | inhibition, % at 10 µM | hit rate 0.073% among 190,000 | AID 951;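 note: 0% = tracer peptide without compound and 100% = reference inhibitor peptide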
Target sequence (Q9HD36 whole entry, looked up): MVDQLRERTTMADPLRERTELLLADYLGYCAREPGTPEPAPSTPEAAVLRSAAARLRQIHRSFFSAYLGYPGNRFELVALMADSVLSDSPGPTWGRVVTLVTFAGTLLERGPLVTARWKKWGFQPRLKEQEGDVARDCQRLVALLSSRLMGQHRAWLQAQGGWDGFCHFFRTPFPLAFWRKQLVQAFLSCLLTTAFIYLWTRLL
* marks the source's active call; other numbers are inactive results; ? = inconclusive; nt = no result given. Cut-off read from the data, not from the text of the source, unless noted: active = inhibition above about 40%.

SMILES | Bfl-1 Bim block | Bim-Bcl-W | Bim-Bcl-2 | GSH bead fluor | ABCB1 inh | RGS4-Gao reg | Bcl-XL Bim block | RGS7-Gao | Avidin bead fluor | ABCG2 inh | Bcl-B Bim block
COc1ccc(/C=N/NC(=O)c2nc(-c3ccccc3)cc(-c3ccccc3)n2)cc1OC | -12 | 2 | -10 | 32 | 22 | 99 | -7 | 98 | 15 | 31 | -12
O=C(NC(=S)Nc1nc(-c2cccc([N+](=O)[O-])c2)cs1)c1ccccc1Cl | -6 | -8 | -5 | 16 | 0.2 | 103 | -5 | 104 | 11 | 0 | -6
O=C(Cn1cnc2c(oc3ccccc32)c1=O)N1CCN(c2ccccc2)CC1 | -12 | -1 | -7 | 33 | 0.7 | 103 | 0 | 102 | 13 | 1 | -8
CCOC(=O)C(=O)NNc1cccc(C)c1C | -7 | -3 | -6 | 13 | 0.3 | 100 | -5 | 104 | 12 | -1 | -6
O=C(CNC(=O)C(c1ccccc1)c1ccccc1)N/N=C/c1ccc(O)c([N+](=O)[O-])c1 | -2 | -2 | -4 | 6 | -0.4 | 99 | -2 | 98 | 3 | -1 | -5
COC(=O)C(C)NC(=O)CNS(=O)(=O)c1ccc(F)cc1 (stereo unspecified) | -5 | -1 | -2 | 18 | 0.5 | 103 | -1 | ? | 10 | 4 | 0
CC(NC(=O)Cn1nc(C(=O)O)c2ccccc2c1=O)c1ccccc1 (stereo unspecified) | -25 | -1 | -9 | 21 | -0.5 | 100 | -9 | 98 | 31 | 24 | -6
Oc1c(CN2CCCCC2)cc(Br)c2cccnc12 | 0 | -2 | -4 | 5 | -0.1 | 93 | -3 | 100 | 16 | 0 | -2
CC(Sc1nc2ccccc2[nH]1)C(=O)O (stereo unspecified) | -10 | 0 | -7 | 40 | 0.2 | 105 | -5 | 99 | 6 | 0 | -4
CCn1c(CC(=O)Nc2ccc(Cl)c(Cl)c2)nnc1SCc1ccc(C)cc1 | -10 | -6 | -6 | 11 | 0.0 | 100 | -10 | 104 | 12 | 3 | -8
Cc1nc(Sc2ccccc2)c(C#N)cc1-c1ccccc1 | 0 | -5 | -4 | 19 | 0.0 | 102 | -2 | 98 | 3 | 1 | -6
CC(=O)N/C(=C\c1ccccc1)C(=O)OCC(=O)NC(C)C12CC3CC(CC(C3)C1)C2 (stereo unspecified) | -2 | -3 | -1 | 8 | 2.0 | 101 | -5 | 101 | 4 | 4 | -3
COc1ccc(CC(NC(C)=O)C(=O)N2CCN(C(=O)Nc3cccc(Cl)c3)CC2)cc1OC (stereo unspecified) | -2 | -5 | -1 | 15 | 0.1 | 106 | -5 | 106 | 7 | -1 | -10
CN(C)S(=O)(=O)c1ccc(N2CCCC2=O)c([N+](=O)[O-])c1 | -4 | -3 | -3 | 5 | 0.1 | 102 | -3 | 98 | 2 | 0 | -7
Cc1ccc(-n2c(-c3ccccc3)c[nH]c2=S)cc1 | 6 | -5 | -3 | 11 | 1.3 | 116 | -5 | 119 | 7 | 7 | -28
O=C(Nc1cc(S(=O)(=O)Nc2ccc(Cl)cc2)ccc1N1CCCCC1)c1ccc(F)cc1 | 1 | -1 | -2 | 11 | 0.4 | 110 | -2 | 104 | 6 | 4 | -2
CS(=O)(=O)N1CCC(C(=O)NCc2ccc(F)cc2Cl)CC1 | -10 | 0 | -6 | 31 | 0.6 | 99 | -5 | 100 | 18 | 1 | -8
COc1ccccc1N1CCN(C(CNS(=O)(=O)c2ccccc2)c2cccnc2)CC1 (stereo unspecified) | -11 | 1 | -6 | 38 | 1.0 | 102 | 0 | 102 | 5 | 2 | -8
O=C1CN(c2nc3ccccc3n3cnnc23)CC(=O)N1CCc1ccccc1 | -9 | 1 | -10 | 23 | -2.8 | 98 | -3 | 96 | 7 | -4 | -7
CCN(CC)CCOc1nnc(-c2ccc(C)cc2)c2ccccc12 | -12 | 1 | 0 | 53 | -0.1 | 102 | -9 | 101 | 13 | 1 | -6
COCCNC(=O)C(C)OC(=O)c1cc2sccc2n1C (stereo unspecified) | -11 | 4 | -8 | 40 | 0.5 | 102 | -6 | 98 | 6 | 1 | -5
O=C(c1cc2ccccc2oc1=O)N1CCN(Cc2ccc3c(c2)OCO3)CC1 | -17 | -4 | -8 | 36 | 0.3 | 100 | -13 | 99 | 14 | 35 | -13
CC1(C)Cc2nc3oc4c(NCc5ccccc5)ncnc4c3cc2CO1 | -11 | 3 | 0 | 4 | 0.6 | 101 | -1 | 99 | 7 | 6 | -1
S=C1NCN(Cc2ccccc2)CN1C1CCCCC1 | -4 | 0 | -1 | 13 | -0.2 | 97 | -2 | 98 | 9 | 1 | -6
O=C1c2ccccc2C(=O)N1Nc1ccccc1 | -2 | 0 | -2 | 7 | -0.1 | 99 | 1 | 100 | 10 | 0 | -3
CCOC(=O)N1CCN=C1SCc1ccc(C(F)(F)F)cc1 | -2 | 0 | -3 | 9 | 0.0 | 109 | 0 | 112 | 6 | 1 | 0
CC1CN(C(=O)Nc2cccc(C(F)(F)F)c2)CC(C)O1 (stereo unspecified) | -4 | 0 | -4 | 16 | -0.2 | 109 | 0 | ? | 9 | 0 | -1
O=C(c1ccco1)N1CCN(c2c([N+](=O)[O-])nn(-c3ccc(Cl)cc3)[n+]2[O-])CC1 | -3 | -1 | -1 | 20 | -0.1 | 98 | -2 | 101 | 9 | 4 | 0
COC(=O)c1ccc(COc2ccccc2/C=C(\C#N)C(=O)Nc2ccc(C)cc2C)cc1 | 17 | 7 | 12 | 8 | -0.7 | 103 | 5 | 101 | 10 | -3 | 10
COc1ccccc1NS(=O)(=O)c1cccc(C(=O)N/N=C/c2ccc3c(c2)OCCO3)c1 | 1 | 2 | 0 | 3 | -0.1 | 83 | 0 | 84 | 1 | -2 | 0

Ordered by heavy-atom count (low to high): part of the list above.
SMILES | Bfl-1 Bim block | Bim-Bcl-W | Bim-Bcl-2 | GSH bead fluor | ABCB1 inh | RGS4-Gao reg | Bcl-XL Bim block | RGS7-Gao | Avidin bead fluor | ABCG2 inh | Bcl-B Bim block
S=C1NCN(Cc2ccccc2)CN1C1CCCCC1 | -4 | 0 | -1 | 13 | -0.2 | 97 | -2 | 98 | 9 | 1 | -6
CC1CN(C(=O)Nc2cccc(C(F)(F)F)c2)CC(C)O1 (stereo unspecified) | -4 | 0 | -4 | 16 | -0.2 | 109 | 0 | ? | 9 | 0 | -1
CC1(C)Cc2nc3oc4c(NCc5ccccc5)ncnc4c3cc2CO1 | -11 | 3 | 0 | 4 | 0.6 | 101 | -1 | 99 | 7 | 6 | -1

Continuation:
SMILES | Bfl-1 Bim block | Bim-Bcl-W | Bim-Bcl-2 | GSH bead fluor | ABCB1 inh | RGS4-Gao reg | Bcl-XL Bim block | RGS7-Gao | Avidin bead fluor | ABCG2 inh | Bcl-B Bim block
O=C(Cn1nc(C(F)(F)F)c2c1CCCCC2)N1CCOCC1 | -16 | 0 | -10 | 25 | 0.1 | 100 | -4 | 103 | 23 | -2 | -8
O=C(/C=C/c1ccccc1)c1ccc(NC2=NCCCS2)cc1 | 5 | 1 | 0 | 11 | 0.7 | 96 | -4 | 98 | 5 | 17 | -4
CC(C)(C)C(=O)CNS(=O)(=O)c1ccc(S(=O)(=O)NC2CCCC2)cc1 | -2 | -3 | -6 | 18 | 1.0 | 101 | -1 | 102 | 10 | 7 | -3
COc1ccc(/C=N/NC(=O)Cn2c(Cc3ccc(OC)c(OC)c3)nc3ccccc32)cc1OC | -5 | -2 | -7 | 11 | 0.8 | 96 | -2 | 94 | 10 | 2 | -7
CN(c1ccc(C(=O)NCCSC(C)(C)C)cc1)S(=O)(=O)c1ccccc1 | -2 | -1 | -3 | 10 | 2.7 | 98 | -3 | 105 | 10 | 32 | -5
CCOC(=O)c1ccc(CNCc2ccccc2)cc1 | 21 | 9 | 14 | 6 | nt | 103 | 16 | 103 | 16 | 4 | 9
C=CCn1c(SCC(O)Cn2c3ccccc3c3ccccc32)nnc1-c1ccco1 (stereo unspecified) | -14 | -4 | -10 | 13 | 0.9 | 102 | -5 | 102 | 10 | 4 | -9
CCOc1nc(NCCO)nc(Nc2ccccc2F)n1 | -5 | 0 | 0 | 14 | 0.4 | 101 | -2 | 97 | 10 | 2 | 0
Cc1ccc(C(c2c(O)nc3n(c2=O)CCS3)c2c(O)nc3n(c2=O)CCS3)cc1 | -1 | -3 | -7 | 9 | -1.0 | 100 | -6 | 98 | 5 | -6 | -3
Cc1ccc(OCc2nnnn2-c2ccccc2)cc1 | 7 | 2 | 9 | 17 | -0.2 | 105 | -3 | 106 | 10 | 2 | 3
CCOC(=O)C(NC(=O)c1ccc(OC)cc1)(OCC1(CC)COC1)C(F)(F)F (stereo unspecified) | -12 | 5 | -8 | 53 | 0.4 | 90 | -7 | 102 | 10 | 2 | -3
COc1ccc(-c2csc(NC(=O)CN3C(=O)CCC3=O)n2)cc1 | 0 | 4 | 3 | 9 | 0.1 | 102 | 0 | 107 | 23 | 1 | 0
CCOC(=O)C1CCCN(c2c(N3CCc4ccccc4C3)c(=O)c2=O)C1 (stereo unspecified) | -13 | -2 | -13 | 26 | 0.9 | 102 | -3 | 101 | 7 | 2 | -10
CSc1nnc(NC(=O)c2ccc(C)c(S(=O)(=O)N3CCOCC3)c2)s1 | -18 | -6 | -10 | 29 | -0.2 | 18* | -11 | 14* | 0 | 5 | -20
CC(C)(C)NC(=O)COC(=O)c1cc(S(=O)(=O)N2CCCCC2)ccc1N1CCOCC1 | -3 | 0 | -2 | 14 | 0.1 | 98 | -3 | 97 | 30 | 0 | 0
c1ccc(-c2cc3c(N4CCN(c5ccccc5)CC4)ncnc3s2)cc1 | -3 | -2 | -2 | 14 | -0.8 | 101 | -1 | ? | 10 | -1 | 0
N#Cc1cc(-c2ccccc2)nc(Oc2ccc(Cl)cc2)n1 | 0 | -2 | 0 | 23 | 0.9 | 93 | -5 | 90 | 13 | 15 | -2
COc1cccc(C2=NOC(C(=O)N3CCN(c4ccccc4)CC3)C2)c1OC (stereo unspecified) | -2 | -9 | -4 | 14 | 1.8 | 105 | -12 | 102 | 23 | 7 | -14
CCC(NC(=O)c1ccccc1NC(=O)c1ccc(C)cc1)C(=O)O (stereo unspecified) | -7 | 2 | -6 | 42 | -0.1 | 99 | 0 | 97 | 7 | 0 | -6
C[C@@H](C(=O)NCCc1c[nH]c2ccccc12)[C@@H]1C[C@@]1(C)[C@@H](NC(=O)OCc1ccccc1)c1ccccc1 | -3 | 3 | 2 | 12 | 1.5 | 103 | 3 | 102 | 10 | 3 | 5
CCCCN(C)C(=S)Nc1ccc2nc3n(c(=O)c2c1)CCCCC3 | 5 | 3 | 3 | 9 | -1.4 | 100 | 3 | ? | 12 | -5 | 6
COc1cccc(-c2cc(C(=O)NN3CCOCC3)c3ccccc3n2)c1 | 0 | -2 | 0 | 8 | 0.9 | 101 | -4 | 101 | 3 | 4 | -4
COc1ccccc1C(=O)Nc1ccc2c(c1)nc(CN1CCN(C(C)=O)CC1)n2C | -10 | 0 | -6 | 17 | 0.6 | 100 | -5 | 98 | 8 | 3 | -4
O=[N+]([O-])c1ccccc1/C=N/N1CCN(c2ccc(Cl)cc2)CC1 | -9 | 0 | -14 | 17 | 0.5 | 108 | -3 | 101 | 7 | 2 | -7
O=C(CN1C(=O)/C(=C\c2cccc(F)c2)Oc2ccccc21)N1CCN(c2ccccn2)CC1 | -5 | -4 | -1 | 8 | 3.0 | 97 | -4 | 98 | 16 | 6 | -3

Outcome played no part in choosing rows; overall some 1.3% were active at least once.
